KDM5B inh – blocks human KDM5B histone demethylase activity; Q9UGL1; KDM5B demethylase, FDH-coupled NADH fluorescence (FDH is formaldehyde dehydrogenase); Potency, µM (top dose mostly 57.7 µM), for inactives: at the highest dose activity change, negative = inhibition, usual class: inhibitors; actives 2.6% (n = 220,000); AID 1347165; active = well fitted inhibition curve with a large enough effect; inconclusive = small, poorly fitted or top-dose-only effect; inactive = no such curve, though single readings can be large or run the other way; also: 0% is about no effect; nearly all actives have a fitted effect of over 70% in size
Target sequence (Q9UGL1 whole entry, looked up): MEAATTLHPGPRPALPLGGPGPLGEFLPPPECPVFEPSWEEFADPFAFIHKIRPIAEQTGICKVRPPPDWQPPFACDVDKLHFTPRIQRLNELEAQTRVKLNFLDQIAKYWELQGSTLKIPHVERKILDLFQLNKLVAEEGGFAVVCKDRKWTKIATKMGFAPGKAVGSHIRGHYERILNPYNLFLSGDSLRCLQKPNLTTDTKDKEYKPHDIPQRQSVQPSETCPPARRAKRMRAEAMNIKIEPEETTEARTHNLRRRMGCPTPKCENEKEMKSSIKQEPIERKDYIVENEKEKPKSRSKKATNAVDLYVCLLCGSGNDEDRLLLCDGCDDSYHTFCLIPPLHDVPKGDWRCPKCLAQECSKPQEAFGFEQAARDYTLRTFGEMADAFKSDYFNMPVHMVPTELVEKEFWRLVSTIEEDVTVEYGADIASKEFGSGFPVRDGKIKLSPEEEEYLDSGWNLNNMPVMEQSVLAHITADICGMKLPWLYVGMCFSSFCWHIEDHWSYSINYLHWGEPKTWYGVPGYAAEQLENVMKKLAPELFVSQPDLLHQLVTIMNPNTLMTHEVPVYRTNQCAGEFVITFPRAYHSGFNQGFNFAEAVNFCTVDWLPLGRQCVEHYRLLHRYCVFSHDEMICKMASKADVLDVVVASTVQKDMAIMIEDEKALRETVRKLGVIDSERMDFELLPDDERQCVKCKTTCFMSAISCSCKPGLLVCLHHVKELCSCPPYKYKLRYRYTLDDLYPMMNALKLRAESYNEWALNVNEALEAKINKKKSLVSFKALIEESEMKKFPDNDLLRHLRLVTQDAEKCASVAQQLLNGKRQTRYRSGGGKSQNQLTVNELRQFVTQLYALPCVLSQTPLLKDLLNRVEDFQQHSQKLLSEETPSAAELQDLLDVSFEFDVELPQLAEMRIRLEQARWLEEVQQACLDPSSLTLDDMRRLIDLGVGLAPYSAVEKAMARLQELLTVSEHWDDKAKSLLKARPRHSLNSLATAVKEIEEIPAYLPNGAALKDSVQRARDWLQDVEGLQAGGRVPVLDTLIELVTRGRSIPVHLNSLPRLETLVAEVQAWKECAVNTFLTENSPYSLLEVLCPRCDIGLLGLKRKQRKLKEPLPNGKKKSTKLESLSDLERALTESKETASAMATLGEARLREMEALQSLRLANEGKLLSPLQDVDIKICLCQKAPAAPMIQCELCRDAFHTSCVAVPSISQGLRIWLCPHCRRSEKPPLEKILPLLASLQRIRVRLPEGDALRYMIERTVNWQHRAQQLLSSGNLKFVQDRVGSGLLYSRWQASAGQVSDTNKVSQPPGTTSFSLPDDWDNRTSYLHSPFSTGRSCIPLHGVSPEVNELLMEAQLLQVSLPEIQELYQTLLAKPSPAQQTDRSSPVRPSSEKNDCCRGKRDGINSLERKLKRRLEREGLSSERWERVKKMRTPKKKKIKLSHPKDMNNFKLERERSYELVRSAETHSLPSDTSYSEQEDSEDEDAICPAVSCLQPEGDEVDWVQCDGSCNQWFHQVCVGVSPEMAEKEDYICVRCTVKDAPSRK
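Compound dilutions met 200 nM (final) KDM5BΔAP for 10 min at room temperature before substrate addition. The substrate mix held 12.5 µM H3K4me3 with cofactors 25 µM α-ketoglutarate and 50 µM Fe²⁺. NADH signal gain over 30 min defined activity.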
* hit, by the source's call; i = inactive; ? = inconclusive; & = joins results of further samples; [ ] = dose if it differs, or a comment. Potency is read from the fitted curve at half-maximal effect. This is a subset, so the mix of outcomes need not match the whole.

SMILES	KDM5B inh
COC(=O)C(C#N)c1nc2ccccc2nc1NCC(C)C (stereo not drawn)	i
Cc1nn(C(=O)c2ccc(Br)cc2)c(C)c1S(=O)(=O)N1CCOCC1	-6.0%
CCCOc1ccc2c(c1)sc1ncc(NC(=O)c3ccc(OC)c(OC)c3)c(=O)n12	1.5%
COC1CCN(C(=O)c2cnc3c(c2)N(C(=O)Cc2cn(C)c4ccccc24)CCC3)CC1	6.3%
CN1C[C@@H](NC(=O)C2CC2)C[C@H]1c1nc(-c2ccncc2)no1	-20.5%[86.2 µM]
CC(C)OC(=O)C1=C(N)Oc2c(oc(CO)cc2=O)C1c1ccc(F)cc1F (stereo not drawn)	14.2%
CC(=O)Nc1c(C)nn(-c2ccccc2)c1N1CCC(C(=O)Nc2cccc(C(F)(F)F)c2)CC1	-7.1%
CC1CCCN(Cc2c(O)ccc3c(=O)c(-c4ccc(Cl)cc4)coc23)C1 (stereo not drawn)	?
COc1ccccc1C(=O)Nc1nnc(SCc2cc(=O)n3ccc(C)cc3n2)s1	-3.5%
O=c1c2sc3ccccc3c2n(Cc2cccc(C(F)(F)F)c2)c(=O)n1Cc1ccc(F)cc1	-52.1%
CCC(=O)NCCNC(=O)c1cc(-c2ccccc2)nc2ccccc12	-12.9%
COCCCN(CCOC)C(=O)c1cc2ccccc2c(OC)n1	7.0%
Cc1noc([C@@H]2CN(C(=O)CCc3nc4ccccc4[nH]3)C[C@H]2C(N)=O)n1	16.9%
CCc1ccc2oc(C(=O)NCC(c3ccco3)N(C)C)cc(=O)c2c1 (stereo not drawn)	2.2%
CCc1noc(-c2ccn3c(CNC(=O)c4ccc(OC)c(F)c4)nnc3c2)n1	?
CCOc1ccccc1-c1noc(COC(=O)Cc2n[nH]c(=O)c3ccccc23)n1	-14.9%
Cc1cc2c(cc1S(=O)(=O)CCC(=O)N1CCC(C)CC1)OCC(=O)N2	-65.0%
CCNC(=O)c1cccc(NC(=O)c2cnc3ccccc3n2)c1	-15.6%
COc1ccccc1CC(=O)NC1CCCC1	15.8%
O=C(NC1CCN(c2nc3ncccc3o2)CC1)c1ccc(Cl)nc1	25.1µM*
O=C(CCC1N=C2c3ccccc3N=C(SCc3cccc(F)c3)N2C1=O)NCc1cccs1 (stereo not drawn)	-15.9%
COc1ccccc1CCC(=O)NC1CCc2nn(CC3CC3)c(=O)n2CC1 (stereo not drawn)	-29.8%
COCc1c(C(=O)N[C@H](c2ccc(OC)nc2)C2CC(O)C2)noc1C (stereo partly drawn)	37.9%
COCc1nc(C2CCCN(C(=O)NCC(C)C)C2)no1 (stereo not drawn)	21.0%
Cc1nc(-c2ccc(C)c(S(=O)(=O)N3CCCC(C(=O)NCc4ccc5c(c4)OCO5)C3)c2)no1 (stereo not drawn)	10.7%
Cc1noc(-c2cn(C3CCN(C(=O)c4cccc(Br)c4)C3)nn2)n1 (stereo not drawn)	?
CCN(CC)CCNC(=O)c1sc2nc3n(c(=O)c2c1C)CCCCC3	0.8%
O=C(CCc1ncc(-c2ccccc2)o1)Nc1ccc2ccccc2n1	-11.9%
O=C(CCc1ccccc1)N1CCCC(n2cc(-c3nc(-c4ccccc4)no3)nn2)C1 (stereo not drawn)	-33.2%
NC(=S)NNC(N)=S	16.6%
COc1ccc(CNC(=O)N2CCCC(Cc3nncn3C(C)C)C2)cc1 (stereo not drawn)	-8.4%
Cc1cccc(NC(=O)N2CCC(CC(=O)NC3CC3)C2)c1 (stereo not drawn)	-2.1%
CCC(=O)N(C1CCOCC1)C1CCN(S(=O)(=O)c2ccc(F)cc2F)CC1	7.9%
COc1cc(NC(=O)Cn2c(=O)n(C(C)C)c(=O)c3oc4ccccc4c32)cc(OC)c1	?
COc1ccc(OC)c(-c2nc3c(C)cccc3cc2CN2CCN(C)CC2)c1	-29.0%
COc1cc(CNc2ccc3[nH]c(=O)[nH]c3c2)cc(Br)c1OCc1ccc(F)cc1	?
O=C(NCCc1ccc(O)cc1)Nc1ccc(F)cc1	-9.3%
COc1ccc(NC(=O)C2CN(S(=O)(=O)c3cccnc3)CC23CCCCC3)cc1 (stereo not drawn)	5.6%
Cc1ccc(N(CCC#N)C(=O)CSc2cc(C)c3ccccc3n2)cc1	-15.2%
COc1cccc2c1OCCCN(C(=O)CC1COCCN1)C2 (stereo not drawn)	-2.3%
CCOc1cc(CN2CCOc3ccc(C(=O)NCc4ccccc4F)cc3C2)ccc1O	7.3%
CC(C)Cc1cc(CN2CCC(CO)(Cc3ccccc3)CC2)[nH]n1	33.9%
COC(=O)c1sccc1NC(=O)Nc1ccc(OC)c(OC)c1	31.7%[activator]
O=C(NCCc1ccccc1)Nc1ccc(Cl)cc1F	15.5%
CCCOc1c(/C=N/O)cccc1OC	133.4%[activator]
Clc1ccccc1-c1csc(-c2ccccc2)n1	2.2%
COc1ccc(C)cc1NC(=O)C1CCCN(c2ncnc3onc(C)c23)C1 (stereo not drawn)	-4.3%
CC(=O)c1c(C)n([O-])c2ccccc2[n+]1=O	?
Cc1cc(C(=O)NC[C@@H]2OC[C@@]3(C)[C@H]4CC[C@@H](O)[C@@H](CC(=O)N5CCCC5)[C@]4(C)CC[C@H]3O2)no1	3.0%
Cc1ccc(/C=C/c2onc(C)c2S(=O)(=O)N2CCC(C(=O)N3CCN(c4cc(C)ccc4C)CC3)CC2)cc1	?
Cc1ccn2c(=O)cc(COc3ccc(NC(=O)COc4ccccc4)cc3)nc2c1	-0.5%
Cn1nc(CC(=O)Nc2ccc(O)cc2)c2ccccc2c1=O	-11.5%
O=C(c1ccc(C(F)(F)F)cc1)N1CCC2(CC1)C(=NC1CCCCC1)NC(=O)N2c1cc(F)cc(F)c1	16.7%[115 µM]
Cn1nc2n(c1=O)CCN(S(=O)(=O)c1ccc3c(c1)OCCO3)CC2	6.6%
COCC1CN(C)CC12CCN(C(=O)c1cc3ccccc3[nH]1)CC2 (stereo not drawn)	?
COc1ccc(C(=O)N[C@H]2C[C@@H](Cc3cc(CN4CCOCC4)on3)C2(C)C)cc1	31.6%[activator][86.2 µM]
O=C(CN(c1ccc(Cl)cc1Cl)S(=O)(=O)c1ccccc1)N1CCCC1	15.8%
COc1ccc(-c2[nH]nc3ncc(-c4cccnc4)nc23)c(C)c1	-6.0%[86.2 µM]
Cc1ccc(NC(=O)C2CC(=O)NC(Nc3nc(C)c4ccccc4n3)=N2)cc1Cl (stereo not drawn)	-16.2%
Cc1ccc(/C=N/Nc2cc(C)c3ccccc3n2)s1	?

Structural class, the compounds so far containing fluorine
SMILES	KDM5B inh
CC(C)OC(=O)C1=C(N)Oc2c(oc(CO)cc2=O)C1c1ccc(F)cc1F (stereo not drawn)	14.2%
CC(=O)Nc1c(C)nn(-c2ccccc2)c1N1CCC(C(=O)Nc2cccc(C(F)(F)F)c2)CC1	-7.1%
O=c1c2sc3ccccc3c2n(Cc2cccc(C(F)(F)F)c2)c(=O)n1Cc1ccc(F)cc1	-52.1%
CCc1noc(-c2ccn3c(CNC(=O)c4ccc(OC)c(F)c4)nnc3c2)n1	?
O=C(CCC1N=C2c3ccccc3N=C(SCc3cccc(F)c3)N2C1=O)NCc1cccs1 (stereo not drawn)	-15.9%
CCC(=O)N(C1CCOCC1)C1CCN(S(=O)(=O)c2ccc(F)cc2F)CC1	7.9%
COc1cc(CNc2ccc3[nH]c(=O)[nH]c3c2)cc(Br)c1OCc1ccc(F)cc1	?
O=C(NCCc1ccc(O)cc1)Nc1ccc(F)cc1	-9.3%
CCOc1cc(CN2CCOc3ccc(C(=O)NCc4ccccc4F)cc3C2)ccc1O	7.3%
O=C(NCCc1ccccc1)Nc1ccc(Cl)cc1F	15.5%
O=C(c1ccc(C(F)(F)F)cc1)N1CCC2(CC1)C(=NC1CCCCC1)NC(=O)N2c1cc(F)cc(F)c1	16.7%[115 µM]

(list continues)
SMILES	KDM5B inh
Cc1ccccc1C(=O)c1cccn1CC(=O)NCc1ccc(Cl)cc1	-19.0%
COc1ccc(C(C(=O)NCc2ccccc2)N(C(=O)c2snc(C(N)=O)c2N)c2ccccc2OC)cc1OC (stereo not drawn)	?
COc1ccc(C(=O)N2C(C(=O)N3CCCC3)COC23CCN(C(=O)CC(C)(C)C)CC3)cc1 (stereo not drawn)	2.2%
COc1ccc(-c2cc(N3CCCC(NC(=O)c4ccc(F)cc4Cl)C3)n[nH]2)cc1 (stereo not drawn)	-32.7%
Cc1ccc(-c2onc(C)c2C)cc1S(=O)(=O)N1c2ccccc2CC1C (stereo not drawn)	-9.3%
CC(C)Sc1ccc2nn(CC(=O)Nc3ccc(Cl)cc3)c(=O)n2n1	7.2%
Cn1c(=O)c2c(nc(NCCc3ccccc3)n2Cc2ccc(Cl)cc2)n(C)c1=O	?
O=C(NCC1(c2ccccc2)CCCC1)c1ccc(S(=O)(=O)N2CCOCC2)cc1	9.6%
CCOC(=O)c1cnc2ccccc2c1Nc1cccc(OC)c1	-1.5%&-24.7%
CC(=O)N1CCC(C(=O)N2CCCN(c3cc(-c4ccc(Cl)cc4)[nH]n3)CC2)CC1	-15.2%
C=CCNC(=O)[C@@H]1CCCN1[C@@H](C(=O)NC)c1ccccc1OC	?
O=C(C1CCC(=O)N(C2CC2)C1)N1CCC(Oc2cccc(F)c2)CC1 (stereo not drawn)	13.3%
CCCCCC(=C/c1ccccc1)/C=N/Nc1nc2ccccc2[nH]1	?
CCOc1ccc(Cl)cc1S(=O)(=O)NCCO	26.1%
COc1cccc(C(=O)NC2CCN(c3nc4ncccc4o3)CC2)c1	?

KDM5B inh, hit marks shown above
SMILES	KDM5B inh
O=C(NC1CCN(c2nc3ncccc3o2)CC1)c1ccc(Cl)nc1	25.1µM*

(more compounds)
SMILES	KDM5B inh
CN(C)S(=O)(=O)N(CC(=O)N1CCN(c2cccc(Cl)c2)CC1)c1ccc(F)cc1	-19.9%
CC(=O)NCCNC(=O)Cn1c(C)c(Br)c2ccccc21	4.1%
COc1ccc(N(C)C(=O)c2cn(C3CCCCC3)c(=O)c3c2c2ccccc2n3C)cc1	15.5%
Cc1ccc(OCc2ccc(C(=O)NN)o2)cc1C	0.7%
Cc1cccc(Cn2c(=O)n(Cc3ccccc3)c(=O)c3c2c2cc(C)ccc2n3C)c1	-54.9%
COc1ccc(-c2cc(C(=O)N3CCN(c4ncccn4)CC3)c3ccccc3n2)cc1OC	-22.3%
Cc1nn(C)cc1NC(=O)CN1CCC(=O)N(CC2CC2)C(C(C)C)C1 (stereo not drawn)	-16.2%
CC1=C(C(=O)Nc2ccccc2)C(c2ccccn2)n2nc(SCc3ccccc3)nc2N1 (stereo not drawn)	-41.0%
CC(C)c1ccccc1NC(=O)CSc1nnc(COc2ccccc2)o1	-26.1%
CCn1c(CN(c2ccc(C)cc2)S(C)(=O)=O)nnc1SCC(=O)c1ccccc1	11.6%
O=C(Nc1ccnn1C1CCN(Cc2ccc(F)cc2)CC1)C1CC1	-10.8%
O=C(c1ccccc1C(F)(F)F)N1CCC2(CC1)CC(O)CCO2 (stereo not drawn)	-5.8%
CCC(=O)C1=C(c2ccc(F)cc2)N(C(=O)CC)n2c(nnc2-c2ccc(OC)cc2)S1	-6.1%
Nc1cnc(-c2cccnc2)nc1	?
Cc1ccc(CSc2nc3c(c(=O)[nH]2)C(c2cccc(F)c2F)CC(=O)N3)cc1 (stereo not drawn)	-15.6%
CCOC(=O)c1c(C)c(-c2ccccc2)n(CC(=O)Nc2cc(C)cc(C)c2)c1C	1.2%
O=C(COC(=O)c1cc(-c2ccccn2)nc2ccccc12)Nc1ncc(C(F)(F)F)cc1Cl	-3.3%
CCN(C(=O)COC(=O)c1cccc(S(=O)(=O)N(CC)CC)c1)C1CCS(=O)(=O)C1 (stereo not drawn)	10.6%
Cc1cn2nc(C(=O)Nc3ccc4c(c3)OCO4)cc2c(N2CCCC2)n1	?
COc1ccc(CNC(=O)C(C)n2nc(C)c3sc4ccccc4c3c2=O)cc1OC (stereo not drawn)	-5.1%
CCOC(=O)NC(CNC(=O)c1cccc(C)c1)CC(C)C (stereo not drawn)	7.9%
Cc1nc2c(c(=O)c3ccccc3n2C)c2nc3ccccc3n12	6.4%
O=C(NCC(=O)N(c1cccc(F)c1)C(C(=O)NC1CCCC1)c1ccncc1)c1ccco1 (stereo not drawn)	-1.4%
Cn1nnnc1SCCNCc1ccc(Cl)c(Cl)c1	-0.3%
CCNC(=O)O[C@@H]1CO[C@H]2[C@@H]1OC[C@@H]2NS(=O)(=O)c1ccc2ccccc2c1	-4.4%[86.2 µM]
CN(C)c1ccc(C(=O)Nc2ccccc2-c2ccccc2)cc1	3.2%
CC(=O)Nc1ccc(C(O)[C@H]2COCC(=O)N2Cc2ccccc2F)cc1 (stereo partly drawn)	9.2%[86.2 µM]
O=C(O)C(c1c[nH]c2ccccc12)N1CCN(S(=O)(=O)c2ccccc2)CC1 (stereo not drawn)	-18.8%
CCOc1ccc(C(=O)/C=C/c2cn(CC(O)CN3CCc4ccccc43)c3ccccc23)cc1 (stereo not drawn)	?
COc1ccc(-c2cc(N3CCCC(NC(=O)c4ccc(N(C)C)cc4)C3)n[nH]2)cc1 (stereo not drawn)	25.1µM*
Cc1ccc(C)c(OCC(=O)c2ccc3c(c2)N(CCCC(=O)NCC2CCCO2)C(=O)CO3)c1 (stereo not drawn)	-1.9%
O=C(Nc1ccc(F)cc1)N1CCCN(c2nccc(C(F)(F)F)n2)CC1	24.1%
CC(C)(C)c1[nH]nc2c1C(c1ccnc3ccccc13)CC(=O)N2 (stereo not drawn)	21.9%
COc1ccc(Nc2nc(-c3ccccc3F)nc3ccccc23)cc1OC	-14.6%
CCn1ccnc1CN1CCCC12CCN(c1ccc(C(F)(F)F)cn1)CC2	20µM*
COc1ccc(OCc2cc(C(=O)NCc3nc(C)cs3)no2)c(Cl)c1	4.7%
Cc1oc2cc(OCC(=O)NC3(C)CCS(=O)(=O)C3)ccc2c(=O)c1Oc1ccccc1 (stereo not drawn)	4.4%
COc1cccc(CNC(=O)[C@@H]2C[C@@H](O)CN2C2CCN(C(=O)c3ccc(C)c(F)c3)CC2)c1	14.9%

Screening results: PubChem BioAssay, National Center for Advancing Translational Sciences (NCATS)
